HepG2 tox – HepG2 cytotoxicity, counter-screen for TGF-b inhibitors | HepG2 CAGA-GFP viability, ATP luminescence, 18 h | Potency, µM (highest dose often 46.1 µM), inactives show top-dose activity change, negative = cytotoxicity, usual class: cytotoxic | 410,000 tested, 0.76% active | AID 588856; further: potency means the concentration at half of the fitted maximal effect; some results filed as inactive show a strong effect at the top dose
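HepG2 CAGA-GFP cells (1000/well, DMEM with 1% FBS) received compound, then TGF-beta at 500 pg/mL final, and were incubated 18 hours at 37 degrees C. Viability was read by CellTiter-Glo luminescence. Media-only wells were set as complete cell-killing and DMSO as no toxicity.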
IL-1B inflam inh – inflammasome signaling inhibition, IL-1 beta readout. THP-1 LPS/ATP IL-1B secretion, AlphaLISA, 16 h; hits give low values. activity change, % at 57.5 µM. 360,000 tested, 4.7% active. AID 743279; in the data active means activity change below about -50%; inconclusive means mostly about -30% to -49%; further: on the % scale 0 is the no-effect control and ±100 the full control effect
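Secreted IL-1B measured by AlphaLISA bead assay after 16 h compound exposure of THP-1 cells; compounds (final up to 57.5 uM) added 1 h before LPS (250 ng/mL) and ATP (1.25 mM) stimulation; lower signal means less secretion.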
A549 tox – kills or reduces viability of A549 cells in Nrf2 counter-screen. 390,000 tested, 0.16% active. A549 ARE-Fluc cells, CellTiter-Fluor viability, 18-24 h. Potency, µM (top dose mostly 46 µM), for inactives: top-dose activity change, negative = cytotoxicity, most hits filed as inhibitors; further: potency means the concentration at half of the fitted maximal effect; on the % scale 0 is the no-effect control and ±100 the full control effect
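A549 ARE-Fluc cells in 5% FBS OPTI-MEM, 5000 cells/well, rested 2 h then exposed to compounds in concentration-response for 18-24 h at 37 °C. Viability by CellTiter-Fluor fluorescence (Ex 405/Em 525) after 30 min; luciferase luminescence (BugLite, 15 min, RT) read afterwards.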
Nrf2 ARE act – activates Nrf2 signaling; AREc32 ARE-luciferase reporter (MCF7-derived line), luminescence, 24 h; Potency, µM (series often up to 46.1 µM), inactives show at the highest dose activation, most hits filed as activators; 410,000 tested, 0.31% active; AID 624171; further: potency means the concentration at half of the fitted maximal effect; % of control where 0% means no effect; nearly all actives have a fitted effect of over 65% in size
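Each well held 1000 AREc32 cells, which were incubated with compound for 24 hr at 37 deg C after overnight attachment, and ARE reporter activity was quantified by firefly luciferase luminescence.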
S2 tox – viability counter-screen for ATXN expression inhibitors; Potency, µM (top dose mostly 56.7 µM), most hits filed as cytotoxic; AID 651635; 400,000 tested, 0.49% active; S2 cells (HEK-293 line with an ATXN2-luciferase reporter) viability, CellTiter-Fluor protease fluorescence, 24 h; further: potency means the concentration at half of the fitted maximal effect; nearly all actives have a fitted effect of over 40% in size
TGFb inhibitor – blocks TGF-b signaling; AID 588855; HepG2 CAGA-GFP TGF-b/SMAD3 reporter, GFP fluorescence, 18 h; TGF-beta stimulated, 500 pg/mL final; 410,000 tested, 1.2% active; Potency, µM (highest dose often 46.1 µM), for the others: at the highest dose activity, negative = inhibition, usual class: inhibitors; further: potency means the concentration at half of the fitted maximal effect; on the % scale 0 is the no-effect control and ±100 the full control effect; nearly all actives have a fitted effect of over 65% in size
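Per well, imaged GFP fluorescence of HEPG2 CAGA-GFP cells gives the signal; cells get compound, then TGF-beta (500 pg/mL final), 18 h at 37 degrees C; %Activity versus -TGF-beta and +DMSO controls.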
Nrf2 inh – inhibitors of Nrf2 signaling. A549 ARE-Fluc reporter, luciferase luminescence, 18-24 h. Potency, µM (titrated, usually from 46 µM), without a hit: at the top dose activity change, negative = inhibition, hits mostly inhibitors. 360,000 tested, 2.1% active; further: potency means the concentration at half of the fitted maximal effect; on the % scale 0 is the no-effect control and ±100 the full control effect; nearly all actives have a fitted effect of over 60% in size
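Nrf2 function is reported as luminescence of an ARE-controlled luciferase in A549 cells. Compounds were tested at several concentrations, and a CellTiter-Fluor read on the same wells flagged cytotoxicity.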
ATXN2 expr inh – reduces ATXN2 reporter expression in HEK-293 cells | Potency, µM (doses to about 57 µM), for the others: at the top dose activity change, negative = inhibition, hits mostly inhibitors | 360,000 tested, 0.72% active | HEK-293 ATXN2-luciferase reporter, luminescence, 24 h | AID 1745845; further: potency means the concentration at half of the fitted maximal effect; on the % scale 0 is the no-effect control and ±100 the full control effect; nearly all actives have a fitted effect of over 55% in size
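qHTS (up to 57 uM final) was run with 24 h compound exposure of reporter cells at 37 °C. Each well was multiplexed: SteadyGlo luminescence measured ATXN2-luciferase expression after a fluorogenic Gly-Phe-AFC viability readout (25 uM final).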
MCF10A rereplic – inducers of DNA re-replication in MCF 10A breast cells. MCF 10A DNA re-replication, Hoechst nuclear intensity, 48 h. Potency, µM (top dose mostly 46.1 µM), for the others: top-dose activity, positive = re-replication, usual class: activators. 350,000 tested, 2.9% active. AID 624296; further: potency means the concentration at half of the fitted maximal effect; % of control where 0% means no effect; nearly all actives have a fitted effect of over 50% in size
Numbers without * were called inactive; i = inactive; ? = inconclusive; . = no result given; [ ] = remark or other dose. Unless noted, the call rests on the fitted dose curve; in most records, active means well fitted curve in the direction sought with a large enough effect; inconclusive means small, poorly fitted or top-dose-only effect, or another doubt; inactive means no such curve, though single readings can be large; an effect the other way counts as inactive or inconclusive. No enrichment for hits; about 8.8% have a hit in one of these screens.

SMILES	HepG2 tox	IL-1B inflam inh	A549 tox	Nrf2 ARE act	S2 tox	TGFb inhibitor	Nrf2 inh	ATXN2 expr inh	MCF10A rereplic
CCCCOc1ccc(S(=O)(=O)NCc2csc(C)n2)cc1	-64%	?	-3%	-0.8%	i	1%	-17%	-21%	-2%
CN(CC(=O)NCc1ccco1)S(=O)(=O)c1ccc(F)cc1	-2%	3	2%	0.2%	i	-13%	1%	0%	-27%
COc1ccc(CNC(=O)CN(C(=O)CCC(=O)Nc2ccccn2)c2ccc3c(c2)OCO3)cc1	-36%	-13	4%	2.6%	i	?	4%	-9%	-1%
O=C(Nc1ccc(F)cc1)c1cccc2c1C(=O)N(CC1CCCO1)C2 (stereo not given)	-13%	-4	2%	-0.6%	?	-1%	-16%	-17%	1%
O=C(COc1ccccc1)NS(=O)(=O)c1ccccc1	-3%	4	?	0.2%	i	3%	-12%	0%	1%
Cc1ccc(NS(=O)(=O)c2cc(-c3cc(C)no3)ccc2C(C)C)nc1	-1%	5	0%	-0.6%	i	19%	0%	.	0%
CCOC(=O)N1CCc2c(sc3nc4n(c(=O)c23)N=C(C)CS4)C1	-9%	-16	-3%	0.0%	i	?	-27%	0%	0%
CCOC(=O)C1=C(C)OC(N)=C(C#N)C1c1c(C)nn(-c2ccccc2)c1Cl (stereo not given)	-5%	-10	-6%	13%	i	-21%	?	3%	?
COc1ccccc1NC(=O)CN1C(=O)C(C)SC(C)C1=O (stereo not given)	-4%	0	-1%	-0.4%	i	-5%	-2%	12%	15%
CCOC(=O)c1c(S(=O)(=O)N2CCCCC2C)c(C)n(C)c1C (stereo not given)	-1%	26	-6%	0.1%	i	16%	-16%	.	-1%
Cc1ccc(-c2nc3n(n2)C(c2ccccc2C)C=C(c2ccc(Cl)cc2)N3)cc1 (stereo not given)	-13%	.	3%	-0.3%	.	-20%	-8%	-3%	.
CC(C)(C)c1ccc(Cn2nnc3c(=O)[nH]c(C4CCCN(C(=O)c5ccco5)C4)nc32)cc1 (stereo not given)	-33%	-12	-1%	4.0%	i	-16%	?	-9%	18%
Cc1ccc(N(C(=O)C2CCCC2)C2C=CS(=O)(=O)C2)cc1 (stereo not given)	9%	-9	-1%	0.2%	i	14%	.	12%	12%
COc1ccccc1-c1nc(SCC(=O)Nc2ccccc2F)n[nH]1	0%	i	-1%	16%	i	1%	-6%	0%	?
CCOCCOCN(C#N)c1nc(OC)nc(N(C)C)n1	-10%	-2	-3%	0.2%	i	13%	-25%	-3%	1%
Cc1ccc(CN2C(=O)CSc3ccc(C(=O)NCCN4CCOCC4)cc32)cc1	-73%	-8	-2%	2.4%	i	34%[activator]	.	-7%	5%
Cc1ccc2nc(SCC(=O)NCc3ccccc3Cl)nc(=O)n2c1	-5%	-4	0%	-1.4%	i	-16%	-20%	-7%	-4%
COc1ccc(-c2coc3c(CN4CCCCC4C)c(O)ccc3c2=O)cc1 (stereo not given)	-17%	-6	16%	-1.2%	i	-5%	3%	.	-1%
Cc1occc1C(=O)N1CCN(c2ccccc2)CC1	-5%	2	1%	0.3%	i	-27%	-8%	-2%	3%
CC(NC(=O)C1CCCCC1)C(c1cccs1)N1CCN(C)CC1 (stereo not given)	-47%	-2	3%	-0.7%	?	0%	.	-19%	-3%

Quoted from the entries so far for reference:
SMILES	HepG2 tox	IL-1B inflam inh	A549 tox	Nrf2 ARE act	S2 tox	TGFb inhibitor	Nrf2 inh	ATXN2 expr inh	MCF10A rereplic
COc1ccc(-c2coc3c(CN4CCCCC4C)c(O)ccc3c2=O)cc1 (stereo not given)	-17%	-6	16%	-1.2%	i	-5%	3%	.	-1%
Cc1occc1C(=O)N1CCN(c2ccccc2)CC1	-5%	2	1%	0.3%	i	-27%	-8%	-2%	3%
CC(NC(=O)C1CCCCC1)C(c1cccs1)N1CCN(C)CC1 (stereo not given)	-47%	-2	3%	-0.7%	?	0%	.	-19%	-3%

5 compounds from above, arranged by their value in IL-1B inflam inh, ascending.
Structure	IL-1B inflam inh	Nrf2 ARE act	TGFb inhibitor
COc1ccc(CNC(=O)CN(C(=O)CCC(=O)Nc2ccccn2)c2ccc3c(c2)OCO3)cc1	-13	2.6%	?
CCOC(=O)C1=C(C)OC(N)=C(C#N)C1c1c(C)nn(-c2ccccc2)c1Cl (stereo not given)	-10	13%	-21%
CCOCCOCN(C#N)c1nc(OC)nc(N(C)C)n1	-2	0.2%	13%
COc1ccccc1NC(=O)CN1C(=O)C(C)SC(C)C1=O (stereo not given)	0	-0.4%	-5%
Cc1occc1C(=O)N1CCN(c2ccccc2)CC1	2	0.3%	-27%

(next part)
SMILES	HepG2 tox	IL-1B inflam inh	A549 tox	Nrf2 ARE act	S2 tox	TGFb inhibitor	Nrf2 inh	ATXN2 expr inh	MCF10A rereplic
C[C@H](NC(=O)c1nc[nH]c1C(=O)N1CCNCC1)C(=O)OCc1ccccc1	4%	16	-2%	-0.6%	i	17%	8%	9%	3%
COc1ccc(CCNS(=O)(=O)c2cccc([N+](=O)[O-])c2)cc1	-15%	-12	3%	4.0%	i	-11%	3%	-3%	0%
Cc1ccccc1NC(=O)NCCCN1CCN(C)CC1	-5%	14	11%	-0.1%	i	2%	?	4%	-5%
Cc1n[nH]c(C)c1S(=O)(=O)N(CC(=O)NC(C)c1ccccc1)c1ccc(C(C)C)cc1 (stereo not given)	-30%	.	-3%	0.9%	.	?	0%	-27%	.
COc1cc2c(cc1NC(=O)CN(C)Cc1nc3ccccc3c(=O)[nH]1)oc1ccccc12	-36%	-5	-2%	9.2%	?	-13%	?	?	11%
N#Cc1ccc(NC(=O)Cn2cnc(S(=O)(=O)N3CCCCC3)c2)cc1	-11%	17	-10%	-0.4%	i	15%	8%	8%	-4%
O=C1C=C(NCCc2cc(Br)c(O)c(Br)c2)C(=O)c2ncccc21	7.1µM*	-105*	23µM*	?	?	?	?	9.5µM*	?
Cc1ccc(-c2nc(C3CCN(S(C)(=O)=O)CC3)no2)cc1	-23%	-2	-1%	4.0%	i	1%	3%	12%	3%
O=C(CNC(=O)c1ccc(Cl)cc1Cl)OCc1nnc(-c2ccccc2)o1	-22%	11	-8%	0.2%	i	-14%	23%	16%	-2%
CC(=O)c1cccc(NC(=O)COC(=O)COc2c(Cl)cc(Cl)c3ccc(C)nc23)c1	-23%	7	1%	3.0%	i	14%	3%	-7%	0%
O=C(NC1CC(=O)N(c2ccc(F)cc2)C1)c1ccc2c(c1)OCO2 (stereo not given)	-3%	.	-5%	0.6%	.	-21%	.	.	.
CCNC(=S)NNC(=O)c1cc(C)on1	9%	8	-5%	-0.6%	i	-33%	2%	3%	12%
CC(=O)Nc1ccc(OS(=O)(=O)c2ccccc2C)cc1	7%	-2	5%	0.5%	?	2%	17%	-3%	-3%
Cc1c(NC(=O)C(c2ccccc2)c2ccccc2)cccc1C(=O)O	0%	-4	0%	-0.2%	i	-7%	2%	20%	3%
N#CCSc1ccccc1NC(=O)COC(=O)Cc1c[nH]c2ccccc12	-1%	34	-4%	2.5%	?	9%	13%	2%	-3%
COc1cccc(COC(=O)C2CCN(S(=O)(=O)c3ccc(C)cc3C)CC2)c1OC	8%	9	-1%	-0.4%	i	1%	4%	0%	2%
COc1cc(OC)nc(C(NC(=O)C2CCN(Cc3ccc(Oc4ccccc4)cc3)CC2)c2ccc(F)cc2)n1 (stereo not given)	-35%	-18	.	0.2%	i	-2%	.	-4%	.
COc1cccc2sc(Nc3nnc(-c4ccc(F)cc4)o3)nc12	13µM*	15	-3%	22%	.	-23%	-10%	?	26µM*
Cc1ccc(OCC(=O)N/N=C\c2cn(C)c3ccccc23)c([N+](=O)[O-])c1	-45%	16	-1%	3.5%	i	0%	9%	1%	17%
CCOC(=O)C1CCN(C(=O)Cn2cc(C(=O)c3ccco3)c3ccccc32)CC1	-11%	4	2%	-0.1%	i	-21%	-1%	-6%	0%
CC1CCc2c(sc(NC(=O)c3cc4nc(-c5ccc(Cl)cc5)cc(C(F)(F)F)n4n3)c2C#N)C1 (stereo not given)	14%	.	0%	0.5%	i	-8%	9%	12%	.
O=C(Nc1ccc(Oc2c(F)c(F)c(F)c(F)c2F)cc1)OC1CCN2Cc3ccccc3N=C12 (stereo not given)	10µM*	-95*	21µM*	23%	?	10µM*	23µM*	?	13µM*
CC(=O)C1=C(c2ccccc2)NC(=S)NC1c1cc(Cl)c(OC(C)C)c(Cl)c1 (stereo not given)	-1%	?	-10%	0.0%	i	?	?	-26%	?
O=c1c2cc3c(cc2[nH]c(=S)n1CCN1CCOCC1)OCO3	9%	9	-11%	-0.1%	i	-16%	-4%	-4%	838%[0.0737 µM]

Fetched by compound from the entries so far, 3 records:
SMILES	HepG2 tox	IL-1B inflam inh	A549 tox	Nrf2 ARE act	S2 tox	TGFb inhibitor	Nrf2 inh	ATXN2 expr inh	MCF10A rereplic
CC(=O)C1=C(c2ccccc2)NC(=S)NC1c1cc(Cl)c(OC(C)C)c(Cl)c1 (stereo not given)	-1%	?	-10%	0.0%	i	?	?	-26%	?
O=c1c2cc3c(cc2[nH]c(=S)n1CCN1CCOCC1)OCO3	9%	9	-11%	-0.1%	i	-16%	-4%	-4%	838%[0.0737 µM]
O=C(Nc1ccc(Oc2c(F)c(F)c(F)c(F)c2F)cc1)OC1CCN2Cc3ccccc3N=C12 (stereo not given)	10µM*	-95*	21µM*	23%	?	10µM*	23µM*	?	13µM*
